GRP78 ERSR act: induces the endoplasmic reticulum stress response in human glioma cells; 0.02% of 420,000 active; Potency, µM, without a hit: top-dose activation, actives largely listed as activators; AID 602332; U87-MG GRP78 promoter luciferase reporter, 16 h; also: potency is read from the fitted curve at half-maximal effect; series mostly up to about 76 µM; % of control where 0% means no effect; nearly all actives have a fitted effect of over 35% in size
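Stably transfected U87-MG glioma cells carrying a GRP78-based luciferase sensor; 16 h compound incubation. Luminescence end-point read 10 min after Bright-Glo addition at room temperature.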
Anesthetic bind: binds horse apoferritin like a general anesthetic; P02791; AID 485281; 0.074% of 350,000 active; Potency, µM (series often up to 77.5 µM), for inactives: at the highest dose activity change, negative = displacement, actives largely listed as inhibitors; apoferritin/1-aminoanthracene competitive binding, fluorescence; also: potency is read from the fitted curve at half-maximal effect; % is scaled to controls: 0 for no effect and ±100 for the full control effect; nearly all actives have a fitted effect of over 20% in size
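Probe: 1-aminoanthracene (50% saturated, PBS). Protein: horse-spleen apoferritin, 10 uM. Incubation: 10 min, room temperature. Detection: 380 nm excitation, 535 nm emission. Analysis: normalized response, four-parameter Hill.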
POLH inh: DNA polymerase eta (human) inhibition; recombinant Pol eta, fluorescent DNA replication assay; Potency, µM (doses to about 114 µM), without a hit: top-dose activity change, negative = inhibition, usual class: inhibitors; 1.2% of 390,000 active; AID 588591; also: potency is read from the fitted curve at half-maximal effect; % is scaled to controls: 0 for no effect and ±100 for the full control effect
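Pol eta (10 nM) was preincubated with compounds for 15 min at room temperature, after which fluorescent replication substrate (50 nM final) was added to start the reaction. Fluorescence was read kinetically at 0 and 10 min.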
BLM helicase inh: Bloom syndrome helicase (human) inhibition | recombinant BLM DNA unwinding, fluorescence dequenching | 0.2% of 350,000 active | Potency, µM (series often up to 56.1 µM), for inactives: at the top dose activity change, negative = inhibition, hits mostly inhibitors | P54132;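 also: potency is read from the fitted curve at half-maximal effect; plate controls were vehicle for no effect and no enzyme for full effect; nearly all actives have a fitted effect of over 35% in size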
Target sequence (P54132 whole entry, looked up): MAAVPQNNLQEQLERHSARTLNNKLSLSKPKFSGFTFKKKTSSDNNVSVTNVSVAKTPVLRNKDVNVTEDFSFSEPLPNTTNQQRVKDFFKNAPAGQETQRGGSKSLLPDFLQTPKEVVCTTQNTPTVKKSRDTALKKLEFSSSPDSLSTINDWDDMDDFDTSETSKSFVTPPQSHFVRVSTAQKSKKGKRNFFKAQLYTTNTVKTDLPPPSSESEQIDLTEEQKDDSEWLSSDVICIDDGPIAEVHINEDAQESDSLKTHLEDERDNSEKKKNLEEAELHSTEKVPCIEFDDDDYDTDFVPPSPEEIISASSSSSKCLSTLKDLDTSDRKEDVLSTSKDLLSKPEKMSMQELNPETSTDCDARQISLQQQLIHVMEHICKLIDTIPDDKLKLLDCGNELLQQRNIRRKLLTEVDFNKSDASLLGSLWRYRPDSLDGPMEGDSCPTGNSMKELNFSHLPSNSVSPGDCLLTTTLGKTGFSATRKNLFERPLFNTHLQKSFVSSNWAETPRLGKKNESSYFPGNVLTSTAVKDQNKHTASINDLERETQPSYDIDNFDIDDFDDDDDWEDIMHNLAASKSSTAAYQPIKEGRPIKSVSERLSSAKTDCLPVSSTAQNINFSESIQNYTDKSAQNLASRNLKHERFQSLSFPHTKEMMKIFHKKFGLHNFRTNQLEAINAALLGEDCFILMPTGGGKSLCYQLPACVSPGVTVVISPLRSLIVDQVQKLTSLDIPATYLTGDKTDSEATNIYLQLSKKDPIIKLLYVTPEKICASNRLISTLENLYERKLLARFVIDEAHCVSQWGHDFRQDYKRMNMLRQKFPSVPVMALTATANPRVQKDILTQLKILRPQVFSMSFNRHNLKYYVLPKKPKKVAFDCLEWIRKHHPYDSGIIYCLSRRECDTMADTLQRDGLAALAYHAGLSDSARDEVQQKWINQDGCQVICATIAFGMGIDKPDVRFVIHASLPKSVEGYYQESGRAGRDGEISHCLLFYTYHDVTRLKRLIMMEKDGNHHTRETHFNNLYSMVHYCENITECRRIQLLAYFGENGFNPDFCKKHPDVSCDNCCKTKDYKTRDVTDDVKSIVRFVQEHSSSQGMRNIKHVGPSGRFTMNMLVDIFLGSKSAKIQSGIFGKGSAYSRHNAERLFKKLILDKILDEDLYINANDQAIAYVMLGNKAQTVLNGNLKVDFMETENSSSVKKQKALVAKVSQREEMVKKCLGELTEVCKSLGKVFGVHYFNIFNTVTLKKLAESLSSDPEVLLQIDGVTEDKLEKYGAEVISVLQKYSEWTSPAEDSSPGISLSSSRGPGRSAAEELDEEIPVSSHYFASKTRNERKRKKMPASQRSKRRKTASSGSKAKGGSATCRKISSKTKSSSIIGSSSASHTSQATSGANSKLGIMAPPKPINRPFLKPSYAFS
POLK inh: DNA polymerase kappa (human) inhibition. Q9UBT6. purified Pol kappa, fluorescent DNA synthesis assay, 10 min. Potency, µM (series often up to 107 µM), inactives show at the highest dose activity, negative = inhibition, usual class: inhibitors. 0.53% of 400,000 active; also: potency is read from the fitted curve at half-maximal effect; % is scaled to controls: 0 for no effect and ±100 for the full control effect
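Fluorescent qHTS in 1536-well format: enzyme (10 nM) and compound sat 15 min at room temperature before 50 nM substrate (final) was added. Signal taken at 0 and 10 min; no-enzyme buffer wells were negative controls.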
Pol beta inh: DNA polymerase beta (human) inhibition | P06746 | Pol beta primer extension/strand displacement, fluorescence kinetic | Potency, µM (top dose mostly 114 µM), for inactives: at the top dose activity change, negative = inhibition, usual class: inhibitors | 1.3% of 340,000 active | AID 485314; also: potency is read from the fitted curve at half-maximal effect; % is scaled to controls: 0 for no effect and ±100 for the full control effect
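Pol beta (10 nM) was preincubated with compound for 15 min at room temperature. The reaction was then started with 50 nM substrate and read immediately and after a further 10 min at room temperature.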
POLI inh: DNA polymerase iota (human) inhibition; Q9UNA4; Pol iota fluorescent replication assay, 10 min; Potency, µM (titrated, usually from 115 µM), without a hit: top-dose activity, negative = inhibition, most hits filed as inhibitors; 1% of 390,000 active; also: potency is read from the fitted curve at half-maximal effect
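Fluorescent replication assay read twice, at 0 min and 10 min after adding 50 nM (final) substrate. Enzyme (10 nM) and compounds were first incubated 15 min at room temperature; enzyme-free buffer wells were negative controls.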
LDHA inh: inhibitors of human lactate dehydrogenase A | P00338 | purified LDHA, NADH/diaphorase-resazurin fluorescence; stronger effect = lower value | activity change, % (values are at about 110 or 230 µM) | 0.15% of 480,000 active; in the data active = activity change below about -30%; inconclusive = mostly about -25% to -30%;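 also: plate controls were DMSO wells for no effect and wells without enzyme for full effect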
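Remaining NADH was detected by diaphorase (0.133 mg/mL) converting 37 µM resazurin to fluorescent resorufin, read at 0 and 20 minutes. The preceding 5-minute room-temperature reaction used 2 nM LDHA, 0.2 mM sodium pyruvate and 0.06 mM NADH at pH 7.4.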
APEX1 inh: APE1 (human) endonuclease inhibition | Potency, µM (top dose mostly 65.8 µM), for inactives: at the highest dose activity change, negative = inhibition, hits mostly inhibitors | recombinant APE1, TAMRA/BHQ-2 abasic DNA cleavage fluorescence | 0.35% of 350,000 active;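 also: potency is read from the fitted curve at half-maximal effect; plate controls were vehicle for no effect and reference inhibitor for full effect; nearly all actives have a fitted effect of over 55% in size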
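APE1 at 0.75 nM final was preincubated with compound 15 min at room temperature, then 50 nM double-stranded THF abasic-site substrate (5'-TAMRA/3'-BHQ-2) was added. Fluorescence (ex 525/em 598 nm) was read kinetically; third-minus-first read gave activity.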
* = called active by the depositor; ? = inconclusive; . = not tested or not shown; [ ] = dose if it differs, or a comment. Unless noted, calls follow the shape of the dose curve; as a rule, active = well fitted curve in the direction sought with a large enough effect; inconclusive = small, poorly fitted or top-dose-only effect, or another doubt; inactive = no such curve, though single readings can be large; an effect the other way counts as inactive or inconclusive. The list is partial. The share of hits here may be higher or lower than overall.

SMILES	GRP78 ERSR act	Anesthetic bind	POLH inh	BLM helicase inh	POLK inh	Pol beta inh	POLI inh	LDHA inh	APEX1 inh
CCN1C(=O)[C@H]2[C@@H](c3ccc(C)cc3)N3C(=O)N(c4cccc(Br)c4)C(=O)[C@@]3(Cc3ccccc3)[C@H]2C1=O	-3.1%	.	-14.4%	.	9.0%	.	-12.1%	1.2	22.6%
CCCc1cc(=O)[nH]c(SCc2ccccc2Cl)n1	-1.8%	?	8.4%	-4.2%	-16.1%	-9.9%	7.0%	0.0	-3.2%
O=C(CCl)Nc1nc(-c2ccco2)c(-c2ccco2)s1	?	-4.0%	12.6µM*	?	-31.9%	?	?	5.6	?
COc1ccc(N2C(=O)C(Cl)=C(Nc3c(C)n(C)n(-c4ccccc4)c3=O)C2=O)cc1	-3.8%	-2.1%	-0.2%	2.4%	-7.6%	-12.2%	?	-1.3	-2.6%
Cc1nn(C(C)C)c(C)c1CN1CCCC(CCC(=O)NCc2ccccc2F)C1 (stereo unspecified)	-0.7%	-6.2%	-13.9%	-1.3%	6.6%	6.6%	50.5%[activator]	-2.4	1.5%
CCC1CCCCN1C(=O)Cn1c(=O)n(CCCCCC(=O)NCc2ccccc2)c(=O)c2sccc21 (stereo unspecified)	.	-0.3%	.	0.4%	-12.5%	3.1%	-9.2%	-5.7	.
O=S(=O)(c1cccnc1)N1CCN(c2nc(-c3cccs3)nc3ccccc23)CC1	-5.0%	.	.	.	-9.1%	.	?	-5.0	.
CCC(=O)N1CCc2cc(Br)cc(S(=O)(=O)N3CCCC(C(=O)Nc4cc(C)ccc4OC)C3)c21 (stereo unspecified)	-2.7%	-11.7%	-17.4%	-4.3%	3.3%	22.6%	6.9%	3.2	.
O=C(Nc1ccc(F)cc1F)c1csc(-c2ccccc2)n1	6.3%	86.1%[activator]	?	-2.3%	-2.1%	30.4%	33.2%[activator]	-0.4	?
Cc1cc(C)cc(NC(=O)CCNC(=O)c2ccc([N+](=O)[O-])cc2)c1	-1.2%	-11.4%	-15.1%	-4.4%	3.5%	5.3%	7.6%	1.3	3.6%
O=C(Nc1cc(Cl)cc(Cl)c1)c1ccc(F)c(S(=O)(=O)N2CCN(c3ccccc3F)CC2)c1	-1.6%	-6.4%	8.8%	-9.8%	-4.5%[60.1 µM]	?	-12.8%	3.1	.
COc1ccc(-c2c3c(nc4sc(C(=O)Nc5ccc(F)cc5)c(N)c24)CC(C)(C)CC3=O)cc1	.	-4.4%	.	-10.8%	4.1%	1.6%	12.9%	-1.9	.
CCC(=O)NCCc1nc2cc(NC(=O)c3cccs3)ccc2n1C	1.3%	2.2%	-20.0%	4.6%	-3.8%	-29.0%	102.2%[activator]	-6.3	7.3%
Cc1ccc(C(=O)C2=C(O)C(=O)N(CCCn3ccnc3)C2c2ccc(OC(C)C)cc2)o1 (stereo unspecified)	4.1%	-5.9%	-2.3%	-4.5%	-1.9%[60.1 µM]	2.2%	-4.3%	0.4	0.2%
O=C(O)c1ccc(CSc2nc(-c3ccccc3)cc(C(F)(F)F)n2)cc1	-1.6%	4.3%	-9.3%	-1.6%	-0.6%	-3.1%	17.5%	-4.2	-0.2%
O=C(Nc1ccccc1)c1ccccc1OCc1ccc(F)cc1	1.0%	?	-1.3%	-9.1%	-1.5%	3.4%	14.1%	-1.9	3.6%
CC(C)Oc1ccc(S(=O)(=O)N2CCOCC2)cc1NC(=O)CC1CCCC1	-3.3%	.	-2.5%	.	-12.9%	.	6.4%	-16.4	-2.1%
CCC(C)[C@H](NC(=O)[C@@H]1CSC2c3ccccc3C(=O)N21)C(=O)N1CCCCC1 (stereo partly specified)	-1.3%	?	-9.3%	3.4%	2.4%	36.0%	11.0%	-1.3	23.6%
CO[C@H]1[C@@H](OC(N)=O)[C@H](O)[C@@H](Oc2ccc3c(O)c(NC(=O)c4ccc(O)c(CC=C(C)C)c4)c(=O)oc3c2C)OC1(C)C	-1.2%	-12.7%[29.3 µM]	.	-11.6%[21.4 µM]	-4.8%[12 µM]	.	.	.	.
O=C(NCc1ccccc1Cl)c1ccc(NC(=O)c2nsc3ccccc23)cc1	-6.5%	-7.3%	-0.5%	-0.7%	0.8%[60.1 µM]	-5.1%	5.6%	0.9	.
COc1cccc(/C=N/n2c(=O)[nH]c3ccccc32)c1OC	6.4%	-13.7%	-16.5%	0.2%	1.6%	19.3%	6.8%	-3.6	0.4%
COc1ccc(NC(=O)CSCc2ccc([N+](=O)[O-])cc2)cc1OC	1.7%	-9.6%	-22.9%	2.5%	-3.0%	-1.7%	125.5%[activator]	-2.4	2.7%
CCOc1ccc(C(=O)CCC(=O)Nc2ccc(C)c(S(=O)(=O)N3CCCCC3)c2)cc1	-2.5%	.	-9.9%	.	-12.6%	.	-4.4%	0.2	-8.6%
CC(=O)Nc1ccc(-c2csc(Nc3cccc(C)n3)n2)cc1	8.4%	-21.5%	-18.8%	-6.3%	-7.9%	0.9%	46.5%[activator]	-4.5	-4.0%
OC(CNCc1ccc2c(c1)OCO2)COc1ccc(F)cc1 (stereo unspecified)	2.6%	-7.8%	-8.2%	0.1%	0.9%	2.2%	12.2%	-3.1	1.6%
CC(Nc1ccc(-c2nc(-c3ccccn3)no2)cc1[N+](=O)[O-])c1ccccc1 (stereo unspecified)	-0.1%	-11.7%	-8.8%	-7.5%	-10.8%	?	-14.2%	-10.8	.
Cc1cc(C)nc(SCC(=O)NNC(=O)c2ccccc2C)n1	1.6%	-10.6%	-2.9%	-2.0%	-13.0%	1.4%	4.2%	-8.0	4.5%
O=C(NC(=S)Nc1ccc(O)cc1)c1ccccc1Cl	8.5%	-17.6%	-11.5%	-3.3%	-8.2%	-2.3%	-2.1%	-2.8	-0.2%
COc1ccc(N(C(=O)c2ccco2)C(C(=O)NC2CCCC2)c2cccnc2)c(OC)c1 (stereo unspecified)	-4.3%	-0.1%	-18.3%	-2.9%	0.0%	0.1%	55.2%[activator]	-2.1	83.5%[activator]
O=C1CN(C(=O)COC(=O)/C=C/c2ccco2)c2ccccc2N1	-2.7%	-19.4%	-10.7%	-4.3%	-18.8%	?	125.2%[activator]	-7.2	?
COc1ccc(C(C(=O)NC2CCCC2)N(CC2CCCO2)C(=O)Cn2nnc(-c3ccc(C)o3)n2)cc1 (stereo unspecified)	-3.5%	-6.3%	-3.4%	1.0%	-10.7%	-24.7%	43.6%[activator]	-6.2	-7.6%
Cc1cc(/C=C(\C#N)C(=O)O)c(C)n1C1CC1	-3.6%	6.2%	?	-3.9%	-8.9%	-8.8%	?	1.1	0.6%
CCSc1nnc(NC(=O)CSc2nc3c(c(=O)n2-c2ccccc2OC)SCC3)s1	-2.8%	-7.7%	-6.9%	0.1%	-19.6%	-8.9%	-7.5%	-7.8	1.5%
OC(COc1ccc2ccccc2c1)CN1CCN(c2ccc(F)cc2)CC1 (stereo unspecified)	-3.5%	0.3%	-9.7%	2.6%	2.5%	-5.4%	-19.1%	-0.8	-1.4%
Cc1ccccc1C(=O)NNC(=O)CSc1nc(-c2ccccc2)cc(=O)[nH]1	1.8%	-1.5%	0.8%	-2.3%	-14.7%	22.2%	14.0%	-10.3	17.9%
O=C(O)CSCC(=O)c1ccccc1	-1.1%	-10.3%	-11.7%	-1.6%	-10.3%	-6.9%	?	-0.2	-0.2%
COc1cc([N+](=O)[O-])cc(/C=N/NC(=O)CC#N)c1O	.	-16.1%	.	-15.5%	.	?	.	.	?
COc1cc(C2NCCc3c2[nH]c2ccccc32)ccc1OC(C)C (stereo unspecified)	.	-9.9%	.	1.9%	.	-1.7%	.	.	-1.5%
COc1cc(/C=N/N=C2/NC(=O)C(CC(=O)O)S2)ccc1OCc1ccc(Cl)cc1 (stereo unspecified)	2.2%	-3.9%	?	4.1%	-0.4%	-2.1%	-0.2%	-6.0	-4.2%
COC(=O)C1CCN(C(=O)c2c(-c3ccccc3Cl)noc2C)CC1	-2.6%	5.6%	-14.5%	2.3%	-6.0%	-0.2%	33.5%[activator]	-3.4	-0.6%
COC(=O)c1ccccc1NC(=O)CN1CCOCC1	-4.9%	0.0%	-8.4%	-0.3%	1.1%	3.8%	38.3%[activator]	-1.2	-0.2%
COc1ccc2oc(C)c(C(=O)c3ccccc3)c2c1	-7.6%	.	-7.5%	.	-13.2%	.	-13.2%	-7.2	.
CC[C@]1(C(=O)OC)[C@H]2C(=O)N(Cc3ccccc3)C(=O)[C@H]2[C@H]2CN=C(SC)N21	-1.4%	.	-4.3%	.	-6.7%	.	-26.5%	-4.4	1.9%
Cc1ccccc1N1C(=O)CC(Sc2nnc(-c3ccccc3)o2)C1=O (stereo unspecified)	-17.1%	?	-10.2%	-4.4%	6.0%	56.4%	-3.6%	0.5	-9.1%
COc1ccc(OC)c(-c2c3cc(O)c(=O)cc-3oc3cc(O)c(O)cc23)c1	-0.3%	112.4%[activator]	.	28.2µM*	?	44.7µM*	?	0.5	31.6µM*
O=C(Nc1ccc([N+](=O)[O-])cc1)Nc1ccc2c(c1)OCCO2	?	-6.5%	-8.8%	-5.2%	-2.0%	9.6%	2.0%	1.4	-2.3%

Given with values under each structure: part of the list above
Screens in order: GRP78 ERSR act, Anesthetic bind, POLH inh, BLM helicase inh, POLK inh, Pol beta inh, POLI inh, LDHA inh, APEX1 inh
> CO[C@H]1[C@@H](OC(N)=O)[C@H](O)[C@@H](Oc2ccc3c(O)c(NC(=O)c4ccc(O)c(CC=C(C)C)c4)c(=O)oc3c2C)OC1(C)C
  -1.2%, -12.7%[29.3 µM], ., -11.6%[21.4 µM], -4.8%[12 µM], ., ., ., .
> O=C(NCc1ccccc1Cl)c1ccc(NC(=O)c2nsc3ccccc23)cc1
  -6.5%, -7.3%, -0.5%, -0.7%, 0.8%[60.1 µM], -5.1%, 5.6%, 0.9, .
> COc1cccc(/C=N/n2c(=O)[nH]c3ccccc32)c1OC
  6.4%, -13.7%, -16.5%, 0.2%, 1.6%, 19.3%, 6.8%, -3.6, 0.4%
> COc1ccc(NC(=O)CSCc2ccc([N+](=O)[O-])cc2)cc1OC
  1.7%, -9.6%, -22.9%, 2.5%, -3.0%, -1.7%, 125.5%[activator], -2.4, 2.7%
